AddAB inh: less growth of phage-infected E. coli with AddAB | 330,000 compounds, 0.29% hits | E. coli expressing H. pylori AddAB, absorbance growth | AID 435030 | inhibition, % at 11.9 µM; in the data active = inhibition above about 12%;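 also: 0% = vehicle wells of infected cells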
MOR-DOR inv ag: mu-delta opioid heterodimer inverse agonism; 340,000 compounds, 0.21% hits; cell-based MOR-DOR heterodimer luminescence; AID 504357; inhibition, % at 9.3 µM; P35372+P41143; in the data active = inhibition above about 22%, passing the limit was not always enough;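 also: 0% = cells with DMSO and 100% = wells without cells with DMSO; values of inactives mirror those of a sister screen read the other way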
E coli growth: reduces bacterial viability in AddAB counter-screen; E. coli V3065 growth, OD600 absorbance, 18 h; inhibition, % at 11.9 µM; 330,000 compounds, 0.27% hits; AID 449728;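 active = inhibition above the campaign's mean inhibition across all tested compounds plus 3 SD, cut at about 9.9% in these data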;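 also: uninfected addAB+ strain grown without phage in ampicillin broth; 0% = DMSO wells and 100% = ciprofloxacin 0.95 µg/ml wells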
PKA-R2B activ: activates the human PKA-R2B holoenzyme complex; P22694+P31323; 340,000 compounds, 0.079% hits; PKA-R2B holoenzyme dissociation, Cy5-IP20 fluorescence polarization; R2B truncated from residue 108, S112A mutant; 0% DMSO only, 100% 113 µM cGMP; activation, % at 11.4 µM;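 active = activation above a cutoff set at the mean over all compounds plus 3 SD, cut at about 18% in these data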;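 also: higher means more holoenzyme dissociation and a rise in polarization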
Target sequence (P31323 whole entry, looked up, other chains not shown, the tested form may be a part): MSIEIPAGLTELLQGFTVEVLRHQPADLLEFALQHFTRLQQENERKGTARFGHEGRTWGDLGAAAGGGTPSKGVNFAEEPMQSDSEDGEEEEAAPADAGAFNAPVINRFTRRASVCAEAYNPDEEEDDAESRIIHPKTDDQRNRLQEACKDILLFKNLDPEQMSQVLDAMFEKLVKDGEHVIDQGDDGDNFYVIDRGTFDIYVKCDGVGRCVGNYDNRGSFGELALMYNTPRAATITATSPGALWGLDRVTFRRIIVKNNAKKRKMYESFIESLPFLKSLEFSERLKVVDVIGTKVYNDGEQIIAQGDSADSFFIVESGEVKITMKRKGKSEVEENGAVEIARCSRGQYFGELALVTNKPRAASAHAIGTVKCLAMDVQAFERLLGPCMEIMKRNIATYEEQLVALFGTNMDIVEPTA
Tat transport: blocks Tat-dependent protein export in E. coli | 340,000 compounds, 0.036% hits | inhibition, % at 10 µM | E. coli MC4100 TorA-mCherry Tat export, fluorescence | AID 488895;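 active = mean replicate inhibition at least 50% and at least half of replicates individually reaching 50%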;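 also: exported cargo escapes ClpAP degradation while cytoplasmic cargo is degraded and loses fluorescence; 0% = median of neutral control wells and 100% = median of NaSCN control wells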
HTR5A inv ctr: HTR5A inverse agonism, opioid heterodimer counter-screen; P47898; HTR5A cell line, luminescence; inhibition, % at 9.3 µM; 340,000 compounds, 0.083% hits; in the data active = inhibition mostly above about 23%, no sharp cut-off; inactive = mostly below about 18%;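 also: 0% = cells with DMSO and 100% = no-cell wells with DMSO; some compounds called inactive have numbers as strong as hits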
Target sequence (P47898 whole entry, looked up): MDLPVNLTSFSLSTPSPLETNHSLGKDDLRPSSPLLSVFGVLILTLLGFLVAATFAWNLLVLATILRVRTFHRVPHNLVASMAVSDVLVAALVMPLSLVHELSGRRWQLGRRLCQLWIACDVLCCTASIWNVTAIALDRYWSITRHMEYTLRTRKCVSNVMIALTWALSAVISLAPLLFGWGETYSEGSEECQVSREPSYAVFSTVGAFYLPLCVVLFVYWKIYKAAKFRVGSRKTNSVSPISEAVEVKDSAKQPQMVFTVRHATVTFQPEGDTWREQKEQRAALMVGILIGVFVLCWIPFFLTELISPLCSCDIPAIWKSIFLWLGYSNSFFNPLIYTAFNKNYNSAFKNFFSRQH
MOR-DOR ag: OPRM1-OPRD1 heterodimerization agonism; P35372+P41143; cells, luminescence; activation, % at 9.3 µM; 340,000 compounds, 0.3% hits; AID 504326; in the data active = activation above about 18%;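 also: 0% = vehicle-treated cells and 100% = reference agonist; values of inactives mirror those of a sister screen read the other way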
phage Ecoli inh: E. coli growth loss with phage present. 360,000 compounds, 0.26% hits. growth absorbance. inhibition, % at 11.9 µM; in the data active = inhibition above about 11%
SUMO Mot1 rescue: SUMOylation pathway inhibition by Mot1-301 growth rescue. AID 2716. S. cerevisiae Mot1-301 growth rescue, ATP luminescence, 38.5C; percent above DMSO median, 100 means doubled. 320,000 compounds, 1% hits. growth rescue, % at 18.8 µM;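 active = every valid replicate shows activation above 250% relative to neutral control wells; inactive = the rest, any valid replicate at or below 250%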;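 also: OY570 slx delta 5 strain wells were the positive control but not used for scaling; some compounds called inactive have numbers as strong as hits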
PKA-R1A act: activators of PKA-R1A complex; P00514+P68181; PKA-R1A dissociation, Cy5-IP20 fluorescence polarization; scaled: DMSO 0%, 113 µM cGMP 100%; activation, % at 11.4 µM; 340,000 compounds, 0.083% hits; AID 504707;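 active = percent activation above the mean of all tested compounds plus 3 SD, cut at about 19% in these data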;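 also: higher means more PKAc released from R1A so a rise in polarization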
PfHsp90 yeast 2: reduces growth (ATP signal) of yeast expressing P. falciparum Hsp90; S. cerevisiae expressing PfHsp90, BacTiter-Glo ATP, 48 h; yeast lacking PDR1 and PDR3 efflux regulators; inhibition, % at 9.4 µM; 310,000 compounds, 0.32% hits;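 active = every replicate shows inhibition above about 80%, whatever the replicate mean, limit read from the data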;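 also: 0% = DMSO neutral controls and 100% = 20 µM radicicol positive controls; yeast relying on Plasmodium falciparum Hsp90 in place of its own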
Numbers without * were called inactive; / = no result given; & = joins results of further samples.

nr	structure	AddAB inh	MOR-DOR inv ag	E coli growth	PKA-R2B activ	Tat transport	HTR5A inv ctr	MOR-DOR ag	phage Ecoli inh	SUMO Mot1 rescue	PKA-R1A act	PfHsp90 yeast 2
1	Cc1ccc(CN2CCN(Cc3cccc(C)n3)CC2CCO)cc1 (stereo not drawn)	2.7	-2	-0.9	-4	-3	6	0.3	2.9	13	-8	-16
2	COc1ccc(Cc2n[nH]c(=O)c3ccccc23)cc1OC	-1.0	0	-0.9	-8	8	6	0.0	2.8	-2	-5	-29
3	O=C(Nc1cc(S(=O)(=O)N2CCCCC2)ccc1O)c1ccccc1NS(=O)(=O)c1ccc(F)cc1	5.3	18&1	0.5	-9&-7	10&-2	-7&13	-3.6&-0.3	1.3&5.8	2	-10&8	27&14
4	O=C(COC(=O)c1ccco1)Nc1ccc(Cl)cn1	1.1	18	-0.4	-15	4	-12	-4.1	1.1	4	-3	-3
5	CN(C(=O)C1CCN(c2ncnc3c2nc2n3CCCCC2)CC1)C1CCCCC1	2.9	-3	-1.4	-9	-2	11	0.7	1.1	193	-17	10
6	CCCc1cc(=O)[nH]c(SCc2ccccc2)n1	-0.6	7	0.6	8	1	-18	-1.1	2.1	2	-6	28
7	CCN(CC)C(=O)CSc1nc2cc3c(cc2c(=O)n1CCCC(=O)NCc1ccc(OC)cc1)OCO3	0.2	8	-1.5	-2	-14	9	-1.6	3.0	-12	7	-4
8	COc1cccc(NC(=S)NNC(=O)c2ccccc2OC(F)F)c1	-1.1	10	-0.2	7	4	-18	-1.7	0.3	-2	7	-4
9	Cc1nc(N2CCOCC2)[nH]c(=O)c1C	4.2	7	0.8	-11	8	-8	-1.4	5.2	-6	-10	-13
10	Cc1ccc2nc(NC(=O)CN3C(=O)NC4(CCCC4)C3=O)sc2c1	-0.5	13	0.2	1	-5	-3	-2.5	0.7	-9	-11	-19
11	COc1ccc(C(=O)COC(=O)c2cnc(C)cn2)c(OC)c1	-0.5	3	2.7	-7	0	-23	-0.4	5.6	11	-3	2
12	CCC(C)NC(=O)C(=O)NCc1ccncc1 (stereo not drawn)	4.1	-1	-0.1	-11	6	-12	0.1	-0.1	5	8	19
13	CCOc1ccc(/C=C2\SC(=S)N(CCCC(=O)NCCCN3CCOCC3)C2=O)cc1	3.0	-10	-1.9	8	-4	21	1.3	1.7	-29	-6	20
14	CCOC(=O)c1c(C)oc2c1cc(O)c1ccccc12	2.4	-90	0.1	-6	13	-42	16	1.8	89	-11	-11
15	O=C(N/N=C\c1cccnc1)C1c2ccccc2Oc2ccccc21	3.8	8	1.3	8	-6	2	-1.3	3.5	-3	8	8
16	COc1ccc(C2(c3ccc(OC)cc3)NC(=O)N(CC(=O)Nc3cc(C)ccc3OC)C2=O)cc1	0.2	15	-2.4	-11	2	13	-2.8	0.9	-7	3	-39
17	O=C(COC(=O)c1nc(Cl)ccc1Cl)NC1CCCCC1	1.9	4	-0.7	-2	6	-17	-1.2	0.1	5	-8	10
18	O=C(COC(=O)CCc1ccc(S(=O)(=O)N2CCCCC2)cc1)Nc1cccc2ccccc12	2.6	4	0.5	10	-1	4	-0.6	1.3	94	-2	-11
19	CNCc1ccccc1Sc1cccc2ccccc12	2.8	-9	0.3	-5	-9	5	1.4	1.6	2	-20	8
20	COc1ccccc1NC(=O)C(=O)NCc1ccncc1	-1.1	-7	1.9	4	11	-1	1.1	3.9	6	-2	-1
21	COc1cc(C2Nc3ccccc3C(=O)N2NS(C)(=O)=O)ccc1O (stereo not drawn)	1.3	14	0.4	-9	-2	-18	-2.5	-3.7	264	-2	-14
22	O=C(O)CC(NCc1ccco1)C(=O)Nc1cccc(O)c1 (stereo not drawn)	2.9	3	-1.1	-6	2	-3	-0.6	1.0	-12	4	-3
23	CC(C)(C)CC(=O)Nc1nnc(C(F)(F)F)s1	0.9	-9	-0.4	-3	2	-8	1.7	4.3	91	-9	2
24	O=C(OCCCc1ccncc1)c1ccc(S(=O)(=O)N2CCOCC2)cc1	0.9	-12	-1.2	0	-2	-2	2.0	-1.1	-1	-2	/
25	CN(CC(=O)Nc1ccc(Cl)c(C(F)(F)F)c1)C(=O)c1ccc2c(c1)NC(=O)CS2	-0.6	2	1.8	-5	-2	-24	-0.4	5.5	-15	2	-4
26	O=C1C=C(c2cc3ccccc3s2)C[C@@H](c2ccc3c(c2)OCO3)C1	5.0	9	0.1	3	0	-17	-1.6	3.5	2	3	-4
27	Cc1ccc2nc(Nc3nc(-c4ccccc4)cc(=O)[nH]3)nc(C)c2c1	1.7	3	1.3	-3	0	-5	-0.6	-0.1	-12	-10	13
28	O=C(Nc1ccc(F)cc1F)c1ccc(-n2cccn2)c([N+](=O)[O-])c1	0.3	11	2.0	-19	-5	12	-2.0	3.7	-8	-5	-9
29	CC1CN(c2ncnc3c2c(-c2ccccc2)cn3-c2ccc(F)cc2)CC(C)O1 (stereo not drawn)	-0.9	62*	-0.3	-6	7	77*	-13	-0.4	-10	-8	8
30	COc1ccccc1C(=O)NC(=O)COC(=O)/C(=C/c1ccccc1)NC(C)=O	0.3	19	-1.0	-13	1	-26	-3.6	2.3	-5	-2	9

5 entries from above, in transposed form.
21. COc1cc(C2Nc3ccccc3C(=O)N2NS(C)(=O)=O)ccc1O (stereo not drawn)
22. O=C(O)CC(NCc1ccco1)C(=O)Nc1cccc(O)c1 (stereo not drawn)
23. CC(C)(C)CC(=O)Nc1nnc(C(F)(F)F)s1
24. O=C(OCCCc1ccncc1)c1ccc(S(=O)(=O)N2CCOCC2)cc1
25. CN(CC(=O)Nc1ccc(Cl)c(C(F)(F)F)c1)C(=O)c1ccc2c(c1)NC(=O)CS2
Assay by compound,21,22,23,24,25
AddAB inh,1.3,2.9,0.9,0.9,-0.6
MOR-DOR inv ag,14,3,-9,-12,2
E coli growth,0.4,-1.1,-0.4,-1.2,1.8
PKA-R2B activ,-9,-6,-3,0,-5
Tat transport,-2,2,2,-2,-2
HTR5A inv ctr,-18,-3,-8,-2,-24
MOR-DOR ag,-2.5,-0.6,1.7,2.0,-0.4
phage Ecoli inh,-3.7,1.0,4.3,-1.1,5.5
SUMO Mot1 rescue,264,-12,91,-1,-15
PKA-R1A act,-2,4,-9,-2,2
PfHsp90 yeast 2,-14,-3,2,/,-4

Next part
nr	structure	AddAB inh	MOR-DOR inv ag	E coli growth	PKA-R2B activ	Tat transport	HTR5A inv ctr	MOR-DOR ag	phage Ecoli inh	SUMO Mot1 rescue	PKA-R1A act	PfHsp90 yeast 2
31	CC(C)N1CCN(Cc2nc3ccccc3s2)CC1CCO (stereo not drawn)	1.5	-17	0.0	-11	-9	16	2.3	1.0	-10	6	-9
32	Oc1ccc(/C=N/Nc2cc(N3CCOCC3)nc(N3CCOCC3)n2)cc1O	0.5	-1	-1.7	-9	-6	14	0.2	-0.3	-7	-17	-1
33	CN(C)CCNC(=O)C1CC(=O)N(c2ccc(F)c(Cl)c2)C1 (stereo not drawn)	1.0	7	0.3	-6	-7	5	-1.5	5.3	-11	-4	/
34	CCCC(NCC(O)COc1ccc(-c2ccccc2)cc1)c1ccccc1 (stereo not drawn)	0.3	-120	3.3	-5	-6	16	22*	2.9	/	-6	19
35	COC(=O)C1=C(C(=O)OC)C2(OC1c1ccc(Br)cc1)C(=O)c1ccccc1C2=O (stereo not drawn)	1.0	18	3.3	0	-5	16	-3.0	0.9	2	-7	-10
36	O=C(CSc1nc2ccccc2[nH]1)N/N=C/c1ccco1	1.6	10	-3.0	10	12	-13	-1.6	3.9	-9	-4	10
37	COc1ccc(OCc2nn3c(-c4ccccn4)nnc3s2)cc1	3.7	18	0.0	-5	4	-26	-3.2	0.6	179	3	3
38	CCC1(CC)NC(=O)N(CC(=O)OC(C)C(=O)Nc2ccc(NC(C)=O)cc2)C1=O (stereo not drawn)	2.2	10	1.4	-12	-1	-15	-1.9	4.0	20	-3	-8
39	COc1ccc(Sc2cnn(-c3ccccc3)c(=O)c2Cl)cc1	-0.5	-20	-1.3	-5	7	-34	3.6	1.6	/	0	1
40	O=C(NCc1ccco1)c1c(F)cccc1Cl	1.9	14	0.7	-1	2	3	-2.7	-0.1	0	-5	-5
41	CCCCCCC[C@@H](C/C=C/CCC(=O)N(C)C/C(=C/Cl)C/C(=C\C(=O)N1CC(OC)=CC1=O)OC)OC	-0.2	39*	-2.7	3	3	-1	-8.4	2.5	-10	-14	-2
42	O=C(CN1C(=O)NC2(CCCC2)C1=O)Nc1cc(Cl)ccc1N1CCCCC1	0.8	-5	1.4	-2	3	1	1.0	2.8	-10	-6	5
43	O=C(OCc1cc([N+](=O)[O-])cc2c1OCOC2)c1cccnc1SC(F)F	/	10	/	-8	2	-9	-1.6	6.4	/	-5	/
44	CCOC(=O)C1=C(N)OC2=C(C(=O)CCC2)C1c1cccs1 (stereo not drawn)	0.8	10	2.4	-2	-1	6	-1.8	-0.8	16	-3	6
45	CCCOC(=O)CSc1nc(N)c(C#N)c(CC)c1C#N	4.1	1	-0.5	-6	37	8	-0.1	2.6	52	-14	35
46	COc1ccccc1C(=O)NC(=O)COC(=O)c1ccc(C)o1	-0.8	12	-1.6	-7	-8	7	-2.2	3.0	4	-7	-1
47	COc1ccc(-n2nnnc2-c2cnc3cc4c(cc3c2C)OCO4)cc1	0.8	-7	-0.8	-5	7	-13	1.2	1.9	298	0	33
48	CC(C)CCNC(=O)Cc1ccccc1[N+](=O)[O-]	-0.9	20	-3.7	6	25	-14	-4.3	3.0	11	6	1

Screening data as filed in PubChem.
